# MsrA inh: bovine MsrA enzyme inhibitors, primary screen, biochemical, absorbance, HTS. Methionine sulfoxide reductase A (Bos taurus). purified bovine MsrA, absorbance read-out. inhibition, % at 15.5 µM. actives 0.75% (n = 360,000). AID 651718, 2012; in the data active = inhibition above about 4.5%;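 also: 0% = vehicle wells with enzyme and 100% = reference inhibitor wells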
# MT1-MMP act inh: blockers of MT1-MMP proenzyme processing, primary screen, HT1080 RFP-PRO-GFP cells, GFP/RFP fluorescence; Matrix metalloproteinase-14 (Homo sapiens), P50281; GFP/RFP ratio fluorescence, overnight; percent of plate control window, DMSO zero; GFP/RFP ratio change, % at 20 µM; actives 0.061% (n = 360,000);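 active = GFP/RFP ratio change of at least 30% with cell ATP level not reduced by more than half and red fluorescence within 50% of control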; also: strong numbers were not always called active
#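 Assay system: RFP-PRO-GFP reporter HT1080 cells; read-out basis: GFP/RFP fluorescence ratio; benchmarks: DMSO wells and RFP-L50D-GFP cells; doses: 20 µM single dose, 1% DMSO; schedule: overnight cell settling, then overnight compound exposure, 37 °C, 5% CO2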
# FAS-TE inh: FAS thioesterase domain inhibitors, primary screen, biochemical, fluorescence intensity, uHTS | AID 602261, 2012 | inhibition, % at 15 µM | Fatty acid synthase (Homo sapiens), P49327 | recombinant FAS-TE, OMFH fluorogenic substrate, fluorescence endpoint | actives 0.67% (n = 360,000);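 active = compounds whose normalised, plate-corrected inhibition of enzyme fluorescence in the single-dose primary screen is 50% or more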;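 also: 0% = DMSO with enzyme and 100% = substrate without enzyme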
# CendR NRP1 mod: modulators of CendR peptide binding to NRP-1, primary screen, biochemical, fluorescence polarization, uHTS; FAM-RPARPAR peptide binding to NRP-1; actives 0.85% (n = 360,000); inhibition, % at 25 µM; Neuropilin-1 (Homo sapiens), O14786;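 active = inhibition or corrected inhibition above about 18%, plus a signal ratio from 0.5 to 1.5, limit read from the data, passing the limit was not always enough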; also: strong numbers were not always called active
# Target sequence (O14786 whole entry, looked up): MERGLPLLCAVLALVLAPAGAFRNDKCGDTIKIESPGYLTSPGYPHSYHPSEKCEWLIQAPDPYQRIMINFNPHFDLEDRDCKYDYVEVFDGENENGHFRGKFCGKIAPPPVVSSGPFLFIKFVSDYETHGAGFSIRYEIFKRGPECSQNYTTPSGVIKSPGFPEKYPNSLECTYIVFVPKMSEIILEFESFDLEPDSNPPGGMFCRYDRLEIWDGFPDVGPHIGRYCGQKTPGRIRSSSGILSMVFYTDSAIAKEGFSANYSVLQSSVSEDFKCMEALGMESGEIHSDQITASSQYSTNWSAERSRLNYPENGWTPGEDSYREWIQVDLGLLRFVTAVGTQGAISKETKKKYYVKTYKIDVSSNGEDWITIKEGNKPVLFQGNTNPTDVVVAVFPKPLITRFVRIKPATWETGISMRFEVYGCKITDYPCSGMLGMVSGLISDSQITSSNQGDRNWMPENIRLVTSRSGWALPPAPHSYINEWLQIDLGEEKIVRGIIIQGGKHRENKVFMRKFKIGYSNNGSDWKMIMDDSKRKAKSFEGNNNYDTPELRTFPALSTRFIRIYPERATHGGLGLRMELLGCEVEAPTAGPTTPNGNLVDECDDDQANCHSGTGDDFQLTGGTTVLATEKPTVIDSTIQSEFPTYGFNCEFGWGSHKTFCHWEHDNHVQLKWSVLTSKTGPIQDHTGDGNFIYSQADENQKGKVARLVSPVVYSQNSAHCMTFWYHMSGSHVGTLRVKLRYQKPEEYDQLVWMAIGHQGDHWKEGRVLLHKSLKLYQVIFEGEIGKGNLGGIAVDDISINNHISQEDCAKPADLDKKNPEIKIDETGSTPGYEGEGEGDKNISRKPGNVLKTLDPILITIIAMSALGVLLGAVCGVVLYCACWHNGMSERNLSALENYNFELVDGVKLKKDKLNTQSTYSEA
# Neddylation inh: inhibitors of cullin neddylation, primary screen, biochemical, TR-FRET, uHTS, NAE and Ubc12. calls only at 25 µM. NEDD8-conjugating enzyme Ubc12 (Homo sapiens) + NEDD8-activating enzyme E1 regulatory …. actives 0.58% (n = 360,000). AID 651699, 2012; in the data active = inhibition above about 36%
# Rin1-Abl PPI inh: inhibitors of Rin1-Abl protein binding, primary screen, biochemical, TR-FRET; actives 0.4% (n = 360,000); AID 588664, 2011; inhibition, % at 7.35 µM; in the data active = inhibition above about 5%, passing the limit was not always enough
# bovine MsrA act: bovine MsrA enzyme activators, primary screen, biochemical, absorbance, HTS; Methionine sulfoxide reductase A (Bos taurus); purified bovine MsrA, absorbance read-out; activation, % at 10.6 µM; actives 0.3% (n = 360,000); AID 602163, 2012; in the data active = activation above about 7.5%;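 also: 0% = vehicle and 100% = reference activator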
# E coli Lon inh: inhibitors of E. coli Lon protease, primary screen, biochemical, fluorescence polarization | P0A9M0 | purified E. coli Lon protease | inhibition, % at 7.94 µM | actives 0.42% (n = 360,000) | AID 602123, 2011; in the data active = inhibition above about 13%, passing the limit was not always enough;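 also: 0% = enzyme with probe and DMSO and 100% = no enzyme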
# SKN-1 block: suppressors of acrylamide-induced Pgst-4::GFP reporter in worms, primary screen, SKN-1 inhibitor project, whole organism, uHTS, GFP/RFP fluorescence ratio, strain VP596. AID 624304, 2012. inhibition, % at 21.8 µM. C. elegans VP596 Pgst-4::GFP/RFP ratio, 24 h. actives 0.49% (n = 360,000);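 active = interference check ratio from 0.5 to 1.5 plus GFP to RFP signal ratio inhibition reaching or exceeding a fixed threshold, cut at about 30% in these data, passing the limit was not always enough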; also: some compounds called inactive have numbers as strong as hits
# Numbers without * were called inactive; i = inactive; · = not tested or not shown.
# Start of the listing, in advance (four entries):
SMILES,MsrA inh,MT1-MMP act inh,FAS-TE inh,CendR NRP1 mod,Neddylation inh,Rin1-Abl PPI inh,bovine MsrA act,E coli Lon inh,SKN-1 block
CN1CCN(CC(O)COc2ccccc2)CC1 (stereo not drawn),0.3,-1,-4,-5,i,0,0,-1,13
O=C(COc1ccccc1)NN1C(=O)CSC1=S,-1.8,8,-3,1,i,3,-2,-11,-4
Clc1cccc(Cl)c1CSc1nnc(CN2CCOCC2)n1-c1ccccc1,0.0,1,-3,14,i,-1,-1,-3,-2
COCCNC(=O)c1onc(CCl)c1C(=O)OC,-0.6,7,-8,6,i,4,-3,8,10

# All compounds of this part, from the start:
SMILES,MsrA inh,MT1-MMP act inh,FAS-TE inh,CendR NRP1 mod,Neddylation inh,Rin1-Abl PPI inh,bovine MsrA act,E coli Lon inh,SKN-1 block
CN1CCN(CC(O)COc2ccccc2)CC1 (stereo not drawn),0.3,-1,-4,-5,i,0,0,-1,13
O=C(COc1ccccc1)NN1C(=O)CSC1=S,-1.8,8,-3,1,i,3,-2,-11,-4
Clc1cccc(Cl)c1CSc1nnc(CN2CCOCC2)n1-c1ccccc1,0.0,1,-3,14,i,-1,-1,-3,-2
COCCNC(=O)c1onc(CCl)c1C(=O)OC,-0.6,7,-8,6,i,4,-3,8,10
Cc1ccc(-c2nn(CC(=O)NN3CCOCC3)c(=O)c3ccccc23)cc1,0.0,0,-8,6,i,0,3,-4,13
OC(COc1ccc(Cl)cc1Cl)Cn1ccnc1 (stereo not drawn),0.1,-1,-4,-8,i,5,-1,-13,24
CCCn1c(NCc2ccccn2)nc2ccccc21,0.1,6,-3,1,i,0,2,-2,-17
N#C/C(=C\c1cccnc1)c1nc2c(s1)CCCC2,0.4,0,-7,5,i,0,-8,-5,12
COc1cc(NC(=O)c2cccc(C)c2)c(OC)cc1NC(=O)CN1CCOCC1,0.6,4,2,-1,i,2,-6,4,-17
O=C(CCN1C(=O)/C(=C/c2ccccc2F)SC1=S)Nc1ccccn1,0.1,2,34,2,i,-3,-4,-4,17
COc1c(F)c(F)c(C(=O)Nc2cccc(Cl)c2N2CCOCC2)c(F)c1F,-0.5,-5,19,-15,i,-2,-1,4,-1
CCOc1ccc(CNC(=O)C2Cc3cc(S(=O)(=O)N4CCCC4)ccc3N2C(C)=O)cc1 (stereo not drawn),1.6,3,-4,2,i,3,-9,-12,-9
C=C1CCC[C@]2(C)C[C@H]3OC(=O)C(CNC(C)(CO)CO)[C@H]3CC12 (stereo partly drawn),1.2,-15,-3,4,i,-3,-2,3,9
CCOC(=O)c1ccc(CNC(=O)Cn2nnc(-c3ccccc3)n2)o1,-1.4,-1,-5,-3,i,0,-7,2,-26
CCCCCNCC(=O)Nc1cc(C(F)(F)F)ccc1OCCOC,-1.4,-1,40,-7,i,0,-3,4,4
COCc1[nH]nc2c1C(c1ccccc1OC)C(C#N)=C(N)O2 (stereo not drawn),-0.4,0,-7,12,i,0,-11,-2,15
COc1ccccc1NC(=O)c1cnc(Nc2ccccc2OC)c2ccccc12,2.0,5,26,-9,·,0,-5,-6,4
COc1ccccc1NC(=O)C1=C(C)NC(=O)NC1c1ccc(C)s1 (stereo not drawn),1.2,-4,2,0,i,0,-3,-1,11
COc1ccc(Nc2nc3cc(-c4ccccc4C)sc3c(=O)n2C)cc1OC,0.5,2,11,-11,i,-3,-1,-1,1
CCSc1ncc(C#N)c(N)n1,-0.2,7,-5,-2,i,-3,1,-4,4
COc1ccc(C(CNc2ccc(S(=O)(=O)N3CCCC3)cc2[N+](=O)[O-])N2CCCC2)cc1 (stereo not drawn),-1.8,-7,27,26*,i,-6,-4,-3,7
CS(=O)(=O)N1CCN(C(=O)c2c(F)cccc2F)CC1,-0.8,0,0,-2,i,0,0,1,0
CCS(=O)(=O)N1CCN(S(=O)(=O)c2ccc3c(c2)OCCO3)CC1,-0.6,7,-4,-7,i,-2,0,4,-13
CCN1CNC(=S)N(c2ccccc2C)C1,-1.5,3,-7,0,i,0,-3,-5,19
COc1c(C)cccc1C(=O)Nc1ccc(CN2CCCCC2)cc1,-1.2,2,-7,-4,i,-1,-4,-3,4
COc1ccc(S(=O)(=O)N2CCN(c3ncccn3)CC2)cc1,0.5,-1,4,-4,i,-1,-4,-1,6
O=C(/C=C/Nc1cccc(C(F)(F)F)c1)C(F)(F)F,-0.3,1,1,-1,i,2,0,-2,-10
COc1cc(C(=O)OCC(=O)NCCC2=CCCCC2)cc(OC)c1OC,-1.5,1,-3,-1,i,-1,1,3,26
C=CCOc1ccc(C2N3CC4(C)CN2CC(CCC)(C3)C4=O)cc1 (stereo not drawn),0.6,-6,5,1,i,4,0,-17,10
NC(=O)COC(=O)C(Cc1ccccc1)NS(=O)(=O)c1ccccc1F (stereo not drawn),-0.4,8,-7,-10,i,-1,1,7,-7
CCOC(=O)c1ccc(NC(=S)N2CCN(CCN=CC3=C(O)CC(C)(C)CC3=O)CC2)cc1,0.2,0,-2,-10,i,0,-5,-7,-7
CSCCC(NC(=O)c1ccc(=O)n(C)n1)c1nc2ccccc2[nH]1 (stereo not drawn),-1.3,1,-8,6,i,2,-1,2,5
CCc1cc2c(=O)c(-c3cnn(-c4ccccc4)c3)c(C)oc2cc1OCC(=O)Nc1ccc(F)c(F)c1,0.4,2,1,-4,i,-3,-4,-2,-1
O=C(COC(=O)CCc1ccc(S(=O)(=O)N2CCOCC2)cc1)Nc1ncc(C(F)(F)F)cc1Cl,0.1,-5,9,-8,i,0,-2,-8,4
CC1CCCN(C(=O)CCNS(=O)(=O)c2ccc(Br)cc2)C1 (stereo not drawn),-0.1,9,1,-1,i,-3,-8,3,0
O=C(C[C@H]1C[C@@H]2c3cc(NC(=O)c4cccnc4)ccc3O[C@@H]2[C@H](CO)O1)NCc1ccncc1,0.2,1,-5,9,i,-2,-2,-3,6
COc1cc2c(cc1OC)CN(C(=O)Cc1ccc(OC)c(S(=O)(=O)N3CCOCC3)c1)CC2,1.0,-3,-6,-3,i,0,-2,0,19
C(=N\c1ncnc2sccc12)/NOCc1ccccc1,-0.3,-10,3,6,i,0,-4,1,-5
COCCN1C(=O)c2cc(C(=O)Nc3cccc(F)c3)ccc2C1Nc1cccc(F)c1 (stereo not drawn),0.2,-3,-3,10,i,-2,0,1,13
NS(=O)(=O)c1ccc(NC(=O)c2cccc3cc4ccccc4nc23)cc1,0.9,-11,-4,-36,i,-1,-4,-38,20
COc1cc(Cl)c(CNC[C@H]2O[C@@H](n3ccc(=O)[nH]c3=O)[C@H](O)[C@@H]2O)c(Cl)c1O,0.3,1,-8,0,i,-2,10*,-2,10
CC(Cc1n[nH]c(=S)o1)c1ccccc1 (stereo not drawn),0.2,1,-5,2,i,1,2,-1,-14
O=C(CCS(=O)(=O)c1ccc(Cl)cc1)NCCN1C(=O)S/C(=C\c2ccccc2F)C1=O,0.5,-4,32,-1,i,-5,-7,12,12
Cc1ccccc1NC(=O)c1c(C)nc(SCC(=O)OCc2ccccc2)c(C#N)c1-c1ccc(F)cc1,-0.4,-2,27,-8,i,-1,-3,-13,-2
CCCCn1c(SCC(=O)N2CCC(C)CC2)nc2cc(S(N)(=O)=O)ccc21,·,-10,1,7,i,1,-11,1,-36
COc1ccc(CCn2c(N)cc(=O)[nH]c2=O)cc1OC,0.7,4,-9,0,i,0,-14,-2,0
CCCN(CC(=O)Nc1ccccc1C)C(=O)c1ccc(COc2ccccc2)cc1,1.5,2,13,-1,i,2,-3,-1,21
CN(C)S(=O)(=O)c1cccc(NC(=S)N2CCCCC2CO)c1 (stereo not drawn),1.8,1,-5,-6,i,-2,-1,-3,-3
COc1ccccc1CN(C)C(=O)c1ccc(COc2ccccc2)cc1,-1.2,-2,19,-2,i,2,-2,-9,8
COc1ccc([C@H]2C[C@H](O)[C@@H](n3cc(-c4ccc(F)cc4)nn3)CN2C(=O)c2cccs2)cc1,2.0,2,6,-3,i,0,-2,-13,-6
CCN(CC(=O)Nc1c(F)cccc1F)C(=O)c1ccc(N2CCCC2=O)cc1,-0.1,-2,-6,-8,i,2,-2,4,-2
O=[N+]([O-])c1ccc2c(c1)C(O)n1nc(-c3ccc(Cl)cc3Cl)nc1S2 (stereo not drawn),0.0,-2,-8,15,i,-1,4,-4,-2
CC(=O)NCC(=O)N(Cc1ccco1)C1(C(=O)NC2CCCC2)CCCCC1,0.1,1,-4,14,i,-3,0,5,-5
COc1ccc(NC(=O)CC2C(=O)N(C)C(=S)N2CCc2ccccc2)cc1 (stereo not drawn),0.3,0,13,5,i,0,-3,-2,-4
CCc1ccc(OC(=O)Nc2ccccc2)cc1,-0.5,1,-1,9,i,-1,-1,-2,12
COc1ccc(CN(Cc2cc3ccc(C)cc3[nH]c2=O)Cc2nnnn2C2CCCC2)cc1,0.0,-3,11,-10,i,-1,-1,1,9
CNc1ccc(Br)cc1C(O)c1ccccc1 (stereo not drawn),-0.7,1,0,0,i,-1,-3,4,-11
N#Cc1cccc(NC(=O)Cc2ccsc2)c1,2.0,-1,-1,1,i,-2,-10,-1,-2
CCN1CCN(c2nc(S(=O)(=O)c3ccc(C)cc3)c(Cl)s2)CC1,-0.9,0,9,-3,i,0,-5,2,2
NS(=O)(=O)c1ccc(NC(=O)CN2C(=O)c3ccccc3C2=O)cc1,-0.5,1,-2,1,i,-2,-2,5,2

# The list goes on:
SMILES,MsrA inh,MT1-MMP act inh,FAS-TE inh,CendR NRP1 mod,Neddylation inh,Rin1-Abl PPI inh,bovine MsrA act,E coli Lon inh,SKN-1 block
CC(C)NS(=O)(=O)c1ccc(OCC(=O)Nc2ccc(F)cc2)cc1,2.9,1,4,6,i,4,-2,0,-4
Cc1nc2ccc(N=NN(C)C)cc2[nH]1,0.1,5,-3,-5,i,-2,-3,1,-1
COc1cc(/C=C/C(=O)NC(=O)c2ccccc2O)ccc1OC(C)=O,2.8,3,-3,-4,i,-4,-2,4,-9
CCc1cc(=O)oc2c(CNCc3c(F)cccc3Cl)c(O)ccc12,2.7,0,-2,-1,·,4,-3,-7,3
O=c1cc(O)c2sc3nc(-c4cccnc4)cc(C(F)(F)F)c3c2[nH]1,1.7,-52,-11,-103,i,-3,-10,-9,8
CC1Cc2ccccc2N1C(=O)CO/N=C/c1ccccc1OC(F)F (stereo not drawn),-0.5,4,36,3,i,-4,0,-1,8
COc1cccc(C(O)c2ncc(-c3cccc(C(F)(F)F)c3)[nH]2)c1 (stereo not drawn),-1.1,6,4,7,i,-1,-3,-6,16
COc1ccc(OC)c(NC(=O)C2CCCC2)c1,0.0,-4,-8,8,i,1,-2,-8,-4
O=C(Nc1ccc(F)cc1)C(c1ccccc1OC(F)(F)F)N1CCN(c2cccc(C(F)(F)F)n2)CC1 (stereo not drawn),1.1,-1,·,-15,i,·,·,·,-9
CC1(C)CCC(=NNC(N)=S)CC1,-0.5,5,-8,-3,i,2,-7,3,-10
CCOc1ccc(NC(=O)COc2ccc(-n3cnnn3)cc2)cc1,-0.4,1,-4,0,i,2,0,-10,-23
Cc1ccccc1C(=O)O/N=C(\N)Cc1cccs1,-0.1,-3,-3,2,i,-2,-5,0,4

# The order is random; any-hit rate near 4.2%.
